# Source: PubChem BioAssay
# PLK1 PBD inh – qHTS for Inhibitors of PLK1-PDB (polo-like kinase 1 - polo-box domain): Primary Screen | Plk1 PBD binding of FITC phosphopeptide, fluorescence polarization | 2.8% of 360,000 active | AID 720504, 2013 | Serine/threonine-protein kinase PLK1 (Homo sapiens), P53350 | Potency, µM, for inactives: max response, negative = inhibition, usual class: inhibitors; further: potency means the concentration at half of the fitted maximal effect; series mostly up to about 57 µM; on the % scale 0 is the no-effect control and ±100 the full control effect; nearly all actives have a fitted effect of over 65% in size
# Target sequence (P53350 whole entry, looked up, the tested form may be a part): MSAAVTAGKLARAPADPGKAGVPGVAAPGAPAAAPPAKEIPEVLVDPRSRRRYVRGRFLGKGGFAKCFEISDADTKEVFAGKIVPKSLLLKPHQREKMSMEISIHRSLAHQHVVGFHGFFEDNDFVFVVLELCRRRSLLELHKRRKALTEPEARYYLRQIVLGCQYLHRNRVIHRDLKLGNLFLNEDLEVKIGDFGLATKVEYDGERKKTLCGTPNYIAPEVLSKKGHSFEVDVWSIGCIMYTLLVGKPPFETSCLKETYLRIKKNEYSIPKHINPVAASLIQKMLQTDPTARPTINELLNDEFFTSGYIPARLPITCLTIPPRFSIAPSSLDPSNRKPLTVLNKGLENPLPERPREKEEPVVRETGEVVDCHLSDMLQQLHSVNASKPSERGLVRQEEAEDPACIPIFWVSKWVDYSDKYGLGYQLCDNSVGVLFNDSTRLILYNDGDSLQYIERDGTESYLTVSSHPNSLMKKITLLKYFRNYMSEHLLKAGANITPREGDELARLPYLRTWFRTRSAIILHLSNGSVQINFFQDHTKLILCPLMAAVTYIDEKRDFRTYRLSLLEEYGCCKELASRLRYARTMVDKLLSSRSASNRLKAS
# IL-2 act – qHTS of IL-2 Activators. IL-2 activation reporter assay, cell-based qHTS; stimulated with anti-CD3/CD4/CD28 beads; in transgenic mouse T cells. activation, % (series mostly up to about 46 µM). 0.065% of 360,000 active; in the data active means activation above about 50%; inconclusive means mostly about 30% to 49%; further: 0% is about no effect
#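 Readout: EGFP and DsRed signals by fluorescent plate cytometry. Unstimulated transgenic mouse T cells received compound 60 min before antibody-bead stimulation, then incubated 18 h at 37 degrees C.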
# D3 antag – qHTS of D3 Dopamine Receptor Antagonist: qHTS. D(3) dopamine receptor (Homo sapiens), P35462. D3R cells, DiscoveRx beta-arrestin luminescence, antagonist mode; stronger effect = lower value. max response, negative = inhibition, %. 2.5% of 360,000 active. AID 652054, 2013; in the data active means max response below about -50%; inconclusive means no clear call, values can overlap the other calls; further: on the % scale 0 is the no-effect control and ±100 the full control effect; mostly tested at two doses, the higher about 12 µM
#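 Cells expressing the human receptor were seeded at 1500 cells/well, incubated overnight at 37 degrees C in 5% CO2, then exposed to library compounds with dopamine controls for 90 minutes at 37 degrees C before luminescent detection.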
# GLP-1R inv ag – qHTS of GLP-1 Receptor Inverse Agonists (Inhibition Mode) | HEK293 GLP-1R CRE-luciferase, luminescence, 24 h; GLP-1R form is constitutively active | Glucagon-like peptide 1 receptor (Homo sapiens), P43220 | Potency, µM (top dose mostly 38.3 µM), inactives show top-dose activity change, negative = inhibition, hits mostly inhibitors | 1.6% of 410,000 active | AID 624417, 2012; further: potency means the concentration at half of the fitted maximal effect; on the % scale 0 is the no-effect control and ±100 the full control effect; nearly all actives have a fitted effect of over 55% in size
# Target sequence (P43220 whole entry, looked up): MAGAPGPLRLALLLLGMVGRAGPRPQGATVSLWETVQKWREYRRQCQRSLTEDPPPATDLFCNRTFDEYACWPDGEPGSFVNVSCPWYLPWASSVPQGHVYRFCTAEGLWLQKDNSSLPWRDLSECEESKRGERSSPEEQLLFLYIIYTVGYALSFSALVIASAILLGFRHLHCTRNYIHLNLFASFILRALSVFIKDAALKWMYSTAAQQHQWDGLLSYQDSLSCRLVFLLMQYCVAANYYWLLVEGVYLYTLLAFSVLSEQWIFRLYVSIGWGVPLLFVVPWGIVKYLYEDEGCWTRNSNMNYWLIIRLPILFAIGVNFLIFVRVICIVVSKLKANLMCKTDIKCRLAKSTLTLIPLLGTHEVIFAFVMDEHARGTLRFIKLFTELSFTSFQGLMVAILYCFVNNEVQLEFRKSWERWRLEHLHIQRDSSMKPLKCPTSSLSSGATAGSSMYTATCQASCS
#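 qHTS in 1536-well format: reporter HEK293 cells expressing constitutive GLP-1R activity in DMEM + 10% Nu serum, 24 hr with compounds at 37 deg C, luminescence read after 12 min with detection reagent.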
# GLP-1R agonist – qHTS of GLP-1 Receptor Agonists; HEK293 GLP-1R CRE-luciferase, luminescence, 4-6 h; cells express a hypersensitive GLP-1R form; Potency, µM (top dose mostly 45.6 µM), inactives show at the top dose activation, hits mostly activators; 0.007% of 380,000 active; further: potency means the concentration at half of the fitted maximal effect; % of control where 0% means no effect
# GLP1R cytotox – qHTS of GLP-1 Receptor Inverse Agonists: Cytotox Screen. AID 624418, 2012. Potency, µM (series often up to 38.3 µM), for the others: at the top dose activity change, negative = inhibition, hits mostly inhibitors. 0.13% of 410,000 active. HEK293 cAMP-luciferase reporter cells, luminescence, 24 h;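 further: loss of luciferase light is scored as toxicity; potency means the concentration at half of the fitted maximal effect; on the % scale 0 is the no-effect control and ±100 the full control effect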
#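 Cells in DMEM/10% Nu serum/1% pen-strep, 1536-well format. Pre-incubated 12 h, dosed with 23 nL compound, incubated a further 24 h. Luciferase detection, 12 min at room temp, luminescence.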
# WRN inhibitor – qHTS for Inhibitors of WRN Helicase. Bifunctional 3'-5' exonuclease/ATP-dependent helicase WRN (Homo sapiens), Q14191. WRN helicase unwinding, fluorescent forked duplex, kinetic. Potency, µM (highest dose often 114 µM), for inactives: top-dose activity change, negative = inhibition, hits mostly inhibitors. 0.46% of 360,000 active. AID 651768, 2012; further: potency means the concentration at half of the fitted maximal effect; on the % scale 0 is the no-effect control and ±100 the full control effect; nearly all actives have a fitted effect of over 55% in size
#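 Primary qHTS, 1536-well format. 20 nM WRN + compound, 15 min RT; start with 100 nM forked fluorophore/quencher duplex, 2 mM ATP (final); kinetic read ex 525/em 598 nm.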
# DRD3 agonist – qHTS of D3 Dopamine Receptor Agonist: qHTS; D(3) dopamine receptor (Homo sapiens), P35462; D3R DiscoveRx beta-arrestin cells, luminescence, 90 min; max activation, %; 0.58% of 410,000 active; in the data active means max activation above about 30%; further: 0% is about no effect; mostly tested at two doses, the higher about 12 µM
#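 Agonist mode: compounds and dopamine controls were applied to plated cells for 90 min at 37 degrees C after an overnight attachment at 1500 cells/well. Luminescent read-out followed 30 - 60 minutes at room temperature with DiscoveRx detection reagent.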
# PI5P4Ka inh – qHTS for Inhibitors of phosphatidylinositol 5-phosphate 4-kinase (PI5P4K). PI5P4Kalpha enzyme, ADP-Glo luminescence, 60 min; stronger effect = lower value. Phosphatidylinositol 5-phosphate 4-kinase type-2 alpha (Homo sapiens), P48426. max response, %. 1.2% of 330,000 active; active means max response of -50% or lower; inconclusive means between -30% and -50%; inactive means -30% or higher; further: value at the top dose of about 77 µM; on the % scale 0 is the no-effect control and ±100 the full control effect
#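 Reactions run in 0.038 M HEPES pH 7.4, 0.28 mM EGTA, 0.1% CHAPS and 5% DMSO, with PI5P4Kalpha, substrate, compound and 5 microM ATP final, one hour at room temperature. Readout is ADP-Glo luminescence.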
# Numbers without * were called inactive; ? = inconclusive; · = not tested or not shown; [ ] = another dose, or the depositor's remark. Unless noted, the call rests on the fitted dose curve; in most records, active means well fitted curve in the direction sought with a large enough effect; inconclusive means small, poorly fitted or top-dose-only effect, or another doubt; inactive means no such curve, though single readings can be large; an effect the other way counts as inactive or inconclusive.
no.	structure	PLK1 PBD inh	IL-2 act	D3 antag	GLP-1R inv ag	GLP-1R agonist
1	O=C(NC(=S)NCC1CCCO1)c1ccc([N+](=O)[O-])cc1 (stereo not drawn)	-2%	0.0	0	3%	-2%
2	CN(C)c1nc(-c2ccccc2)cc(C(F)(F)F)c1C#N	-2%	0.5	-9	?	2%
3	CCN(CC(=O)NC1CCS(=O)(=O)C1)c1nc(-c2ccccc2)nc2ccccc12 (stereo not drawn)	-2%	-0.9	39	-9%	7%
4	COC(=O)C(C)NC(=O)C1CCCN1S(=O)(=O)c1cc(C)c(Cl)cc1C (stereo not drawn)	-1%	-0.1	-15	-1%	-11%
5	COc1ccc(NC(=O)c2cnc(C)cn2)cc1-n1cnnn1	-7%	-0.9	-1	8%	-1%
6	COc1cc(CNc2ncnc3c2ncn3[C@H]2CN(CCc3ccccc3)C[C@@H](CO)O2)cc(OC)c1OC	-8%	0.7	?	-1%	5%
7	COc1ccc(OC)c(C2C(C(C)=O)=C(O)C(=O)N2Cc2cccnc2)c1 (stereo not drawn)	-12%	-2.3	-11	12%	0%
8	CCN(Cc1nc2cc(Cl)ccc2c(=O)[nH]1)C(=O)c1ccc(C)c(NC(=O)c2ccco2)c1	-11%	0.2	10	-11%	15%
9	Cc1ccc(CCN2C(Nc3ccccc3)=NC[C@@H]2C)cc1	-1%	-1.1	-14	-1%	-7%
10	COc1ccc(-c2nc3ncccn3c2Nc2ccc3c(c2)OCCO3)cc1	-10%	0.6	15	4%	-8%
11	COC(=O)C1C(=O)C2=C(CC1C)NC(C)=C(C(=O)OCCOc1ccccc1)C2c1ccc(C)o1 (stereo not drawn)	-6%	-2.8	-11	11µM*	10%
12	O=[N+]([O-])c1ccc(CSc2ccc(-c3ccccn3)nn2)cc1	-20%	-0.3	16	43%[activator]	11%
13	Cc1cccc(N(CC(=O)N2CCc3ccccc3C2)S(C)(=O)=O)c1C	4%	0.4	-7	-6%	-2%
14	Cc1ccc(N2C(=O)C3N=NN(CC(=O)N4N=C(c5cccc6ccccc56)CC4c4ccccc4)C3C2=O)cc1 (stereo not drawn)	-7%	-1.5	-21	7%	-14%
15	COc1ccc(Cl)cc1NC(=O)C1CSC(c2ccncc2)=N1 (stereo not drawn)	-25%	-0.1	-2	0%	1%

no.	GLP1R cytotox	WRN inhibitor	DRD3 agonist	PI5P4Ka inh
1	-6%	3%	5	2
2	55%[activator]	-12%	-7	27
3	3%	-5%	0	1
4	3%	6%	6	-6
5	2%	3%	-2	1
6	3%	1%	-21	-2
7	2%	1%	-1	·
8	?	-4%	1	-8
9	2%	-5%	-21	-1
10	1%	3%	2	3
11	-24%	0%	-2	2
12	3%	18%	9	2
13	1%	10%	-11	7
14	15%	4%	-8	·
15	6%	-5%	-5	8

# Next section
no.	structure	PLK1 PBD inh	IL-2 act	D3 antag	GLP-1R inv ag	GLP-1R agonist
16	O=C(Cc1ccc(Cl)cc1)Nc1ccccc1C(=O)Nc1ccc(C(=O)O)cc1	-1%	1.6	4	6%	17%
17	C=CCC(CC(O)COCCC)C(=O)NNC(=S)Nc1ccccc1 (stereo not drawn)	?	-0.3	-13	?	15%
18	O=C1CC(c2ccccc2)Oc2cc(O)cc(O)c21 (stereo not drawn)	-5%	-0.3	3	-4%	5%
19	C[C@@H]1CN([C@H](C)CO)S(=O)(=O)c2ccc(Br)cc2O[C@@H]1CN(C)C(=O)Nc1ccc(C(F)(F)F)cc1	2%	-0.4	14	?	-5%
20	Cc1ccc(S(=O)(=O)Cc2cc(-c3ccc(Cl)cc3)no2)cc1	-2%	-2.3	7	-11%	6%
21	Cc1ccc2c(c1)C1C[N+](C)(CC(=O)Nc3ccccc3Cl)CCC1N2C(=O)c1ccccc1Cl (stereo not drawn)	-8%	-0.3	?	-4%	-13%
22	CCc1nc(SCc2ccc(Cl)cc2)n[nH]1	-3%	4.2	2	-2%	5%
23	O=C(Nc1ccccc1Cl)c1cccc(NC(=O)C2C3CC4OC(=O)C2C4C3)c1 (stereo not drawn)	-8%	5.7	17	8%	2%
24	CC(C)(CO)CN1CCC(n2nccc2NC(=O)C2CCCC2)CC1	-4%	-0.8	-11	16%	-11%
25	O=C(COC(=O)C1CCN(S(=O)(=O)c2ccc3c(c2)OCCO3)CC1)Nc1ccccc1OC(F)F	-3%	-1.2	6	2%	-4%
26	Oc1ccc(/C=N/n2c(-c3ccccc3)n[nH]c2=S)cc1	-10%	-3.9	1	34%[activator]	20%
27	COc1ccccc1CNC(=O)c1cc(C)nn1-c1ccccc1	-4%	-1.7	9	0%	24%
28	COc1ccc(C(C(=O)NC2CCCC2)N(C(=O)c2csnn2)C2CC2)cc1 (stereo not drawn)	4%	1.7	1	-8%	-1%
29	NC(=O)CC(NC(=O)c1ccc(Br)cc1)c1ccc(NCc2ccc(F)cc2)c([N+](=O)[O-])c1 (stereo not drawn)	6%	-0.3	-4	?	-1%
30	C=CCOC(=O)C1=C(C)Nc2nnnn2C1c1ccc(OC)cc1OC (stereo not drawn)	-4%	-0.2	18	28%	29%

no.	GLP1R cytotox	WRN inhibitor	DRD3 agonist	PI5P4Ka inh
16	-12%	-5%	0	10
17	?	1%	-3	1
18	2%	4%	-10	-12
19	?	-5%	5	6
20	-19%	-7%	5	-3
21	12%	-1%	-13	-4
22	-3%	-1%	-1	0
23	-15%	-1%	0	·
24	16%	-33%	0	-5
25	-2%	1%	-1	-12
26	-5%	6%	-6	-4
27	-8%	-4%	0	8
28	-2%	5%	-2	-7
29	-27%	0%	-26	-2
30	5%	-3%	1	·

# (cont.)
no.	structure	PLK1 PBD inh	IL-2 act	D3 antag	GLP-1R inv ag	GLP-1R agonist
31	C=CCNC(=O)C1CCC(C(=O)NCC=C)CC1 (stereo not drawn)	0%	0.2	-4	8%	-3%
32	CCN(CC)CCCN1C(=O)C(=O)/C(=C(/O)c2ccc(C)cc2)C1c1ccccn1 (stereo not drawn)	-25%	-0.8	-18	0%	11%
33	O=C(c1ccco1)N1CCN(Cc2nnnn2C2CCCCC2)CC1	-9%	-0.4	-21	5%	-1%
34	Fc1ccc(CO/N=C2\CCCc3nonc32)cc1	-1%	0.1	-4	-15%[0.307 µM]	-1%
35	O=C(CSc1nccc(-c2cccs2)n1)Nc1ccc(Cl)cc1	-6%	-0.8	2	-14%	21%
36	O=S1(=O)C[C@@H](N2CCOCC2)[C@H](N2CCOCC2)C1	-8%	-4.2	3	7%	-7%
37	C(=N\N1CCN(Cc2cccc3ccccc23)CC1)/c1cccs1	-9%	-2.6	-22	?	-4%
38	CCCCN1C(=O)C(O)=C(C(C)=O)C1c1ccc(OC)cc1OC (stereo not drawn)	-9%	1.4	-6	12%	-1%
39	C=CCn1c(SCc2csc(C)n2)nc2scc(-c3ccc(C)o3)c2c1=O	-20%	-0.4	20	0%	-9%
40	CCCN(Cc1ccccc1)C(=S)Nc1ccc(SC(F)F)cc1	-11%	-4.4	-15	10µM*	10%
41	CN(Cc1c(C(=O)N(C)Cc2ccccc2)nc2ccccn12)CC1Cc2ccccc2O1 (stereo not drawn)	-1%	-5.2	11	?	8%
42	Cc1ccc2[nH]c(=O)c(CN(C)C(=O)c3ccccn3)cc2c1	-9%	-0.4	24	4%	3%
43	CC(CN1CCN(C)CC1)OC(=O)c1ccccc1 (stereo not drawn)	-1%	2.5	-16	2%	0%
44	C=C(c1ccccc1O)n1ccnc1	-6%	-1.1	-8	0%	4%
45	CN1CCC(OC(=O)c2cc3cc(Br)ccc3oc2=O)CC1	-4%	-0.3	0	-1%	11%

no.	GLP1R cytotox	WRN inhibitor	DRD3 agonist	PI5P4Ka inh
31	2%	0%	-7	1
32	-12%	10%	-1	-2
33	-4%	6%	-10	5
34	-1%[0.307 µM]	-2%	4	-11
35	6%	0%	-6	0
36	-5%	0%	0	1
37	3%	2%	-5	5
38	8%	-2%	10	-7
39	10%	-17%	7	·
40	?	-33%	-8	-1
41	-1%	0%	0	6
42	-9%	2%	12	-6
43	1%	8%	-1	-2
44	-2%	0%	8	-8
45	24%	5%	-7	0

# Another view of part of the listing above:
# The line under a structure holds: PLK1 PBD inh | IL-2 act | D3 antag | GLP-1R inv ag | GLP-1R agonist | GLP1R cytotox | WRN inhibitor | DRD3 agonist | PI5P4Ka inh
37: C(=N\N1CCN(Cc2cccc3ccccc23)CC1)/c1cccs1
    -9% | -2.6 | -22 | ? | -4% | 3% | 2% | -5 | 5
38: CCCCN1C(=O)C(O)=C(C(C)=O)C1c1ccc(OC)cc1OC (stereo not drawn)
    -9% | 1.4 | -6 | 12% | -1% | 8% | -2% | 10 | -7
39: C=CCn1c(SCc2csc(C)n2)nc2scc(-c3ccc(C)o3)c2c1=O
    -20% | -0.4 | 20 | 0% | -9% | 10% | -17% | 7 | ·
40: CCCN(Cc1ccccc1)C(=S)Nc1ccc(SC(F)F)cc1
    -11% | -4.4 | -15 | 10µM* | 10% | ? | -33% | -8 | -1
41: CN(Cc1c(C(=O)N(C)Cc2ccccc2)nc2ccccn12)CC1Cc2ccccc2O1 (stereo not drawn)
    -1% | -5.2 | 11 | ? | 8% | -1% | 0% | 0 | 6
42: Cc1ccc2[nH]c(=O)c(CN(C)C(=O)c3ccccn3)cc2c1
    -9% | -0.4 | 24 | 4% | 3% | -9% | 2% | 12 | -6
